Screening results from PubChem.
mcGAS inh: cyclic GMP-AMP synthase inhibitors, mouse, primary biochemical chemiluminescence; inhibition, % at 12.5 µM; 160,000 compounds, 0.15% hits; AID 1259399, 2018; recombinant cGAS, Kinase-Glo ATP depletion luminescence;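 also: 0% = negative control wells and 100% = reference inhibitor with no enzyme activity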
hcGAS inh: Primary biochemical luminescence assay for human cyclic GMP-AMP synthase inhibitors | recombinant h-cGAS, ATP depletion, Kinase-Glo luminescence | inhibition, % at 12.5 µM | 290,000 compounds, 0.081% hits | Q8N884;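 also: 0% = vehicle reaction and 100% = reaction without DNA for no activity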
Target sequence (Q8N884 whole entry, looked up): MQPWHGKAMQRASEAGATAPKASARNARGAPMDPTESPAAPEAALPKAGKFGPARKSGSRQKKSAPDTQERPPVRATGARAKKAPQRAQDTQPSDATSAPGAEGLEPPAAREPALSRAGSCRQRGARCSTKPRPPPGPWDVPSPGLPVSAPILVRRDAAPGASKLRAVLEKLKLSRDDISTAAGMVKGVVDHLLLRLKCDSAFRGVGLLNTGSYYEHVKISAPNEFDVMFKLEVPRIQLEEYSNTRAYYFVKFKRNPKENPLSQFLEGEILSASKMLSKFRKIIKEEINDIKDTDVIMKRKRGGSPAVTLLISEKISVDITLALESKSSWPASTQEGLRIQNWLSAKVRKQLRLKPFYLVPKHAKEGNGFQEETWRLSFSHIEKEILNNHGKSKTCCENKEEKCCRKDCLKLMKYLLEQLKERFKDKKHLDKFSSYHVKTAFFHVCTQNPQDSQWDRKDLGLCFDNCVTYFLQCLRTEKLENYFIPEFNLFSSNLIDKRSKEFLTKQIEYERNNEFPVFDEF
NPYLR7 agonist: agonists of mosquito NPYLR7 receptor, primary screen, cell-based, Aedes aegypti, calcium fluorescence, mosquito biting behavior | activation, % at 10 µM | 270,000 compounds, 0.15% hits | HEK293T NPYLR7/Galpha15, GCaMP6s calcium fluorescence | Aedes aegypti neuropeptide Y-like receptor 7 (NPYLR7); in the data active = activation above about 40%;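 also: 0% = vehicle and 100% = reference agonist at the receptor; some compounds past the cut are filed as inactive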
* marks the source's active call; other numbers are inactive results; . = not tested or not shown; & = joins results of further samples. Rule as the data show it, unless noted: active = inhibition above about 40%; inactive = the rest.

SMILES	mcGAS inh	hcGAS inh	NPYLR7 agonist
N#CC1(NC(=O)CN2CCCCCC2CC(O)c2ccccc2)CCCC1 (stereo unspecified)	.	-8	10
COc1ccc(C(=O)C[n+]2ccc(N(C)C)cc2)cc1	.	-3	1
O=C(/C=C/c1ccccc1)O/N=C1/CCSc2ccccc21	.	-6	-4
CC(C)(C)n1ncc2c(=O)n(NC(=O)Cc3ccccc3)cnc21	.	-1	7
Cn1ccc(=O)n(CC(=O)Nc2ccc(Oc3ccc(Br)cc3)cc2)c1=O	-16	-5	-5
CS(=O)(=O)Nc1ccccc1C1=NN(C(=O)c2ccccc2)C(c2ccco2)C1 (stereo unspecified)	-3	2	-12
Cc1nn2c(=O)[nH]c(SCC(=O)NCCc3ccccc3)nc2c1-c1ccccc1	1	6	10
O=C(NCC1CCCN(Cc2ccccc2-c2ccco2)C1)c1cccs1 (stereo unspecified)	.	-11	3
Cc1ccc(NC2CCCN(C(=O)c3ccccc3-c3ncc[nH]3)C2)cc1C (stereo unspecified)	.	-5	2
O=C(Nc1ccc(-n2cnc3ccccc32)cc1)c1ccco1	.	-5	1
Cc1c(C(=O)N2CCNC(=O)C2c2ccc(F)cc2)oc2c(F)cccc12 (stereo unspecified)	.	-6	6
CC(NS(=O)(=O)c1ccc(F)cc1)C(=O)NCCc1ccc(OC(F)F)cc1 (stereo unspecified)	.	-2	0

The final 2 compounds of the section above lead into the next.
SMILES	mcGAS inh	hcGAS inh	NPYLR7 agonist
Cc1c(C(=O)N2CCNC(=O)C2c2ccc(F)cc2)oc2c(F)cccc12 (stereo unspecified)	.	-6	6
CC(NS(=O)(=O)c1ccc(F)cc1)C(=O)NCCc1ccc(OC(F)F)cc1 (stereo unspecified)	.	-2	0
Fc1ccc(C2=NN3C(C2)c2ccccc2OC3c2ccncc2)cc1 (stereo unspecified)	.	-2	-1
CCCN(Cc1cccnc1)C(=O)c1cccc(Oc2ncccn2)c1	.	-5	7
CSC(C)C(=O)NC(Cc1cccc(F)c1)c1cccc(F)c1 (stereo unspecified)	.	-3	2
COc1cc(/C=C2/SC(=S)N(CC(=O)O)C2=O)ccc1OCc1ccccc1F	-1	-7	-4
C[C@H](NCc1cccc(CN2CCOCC2)c1)C(N)=O	-12	-6	0
Cc1ccccc1C1(O)CCN(Cc2cn[nH]c2C(=O)O)C1 (stereo unspecified)	.	-6	24
CCn1cc(C(=O)N2CCN(CC(=O)N3CCOCC3)CC2)c2nn(-c3ccccc3)c(=O)c-2c1	-11	-7	-2
CC(C)(C)OC(=O)N[C@H]1CCCCC/C=C\[C@@H]2C[C@@]2(C(=O)NS(=O)(=O)C2CC2)NC(=O)[C@@H]2C[C@@H](OC(=O)N3Cc4cccc(F)c4C3)CN2C1=O	-11	-3	-5
Cc1ccc(C(C)NC(=O)c2ccccc2S(=O)(=O)C(C)C)o1 (stereo unspecified)	.	-8	-17
O=S(=O)(c1cccs1)N1CCN(Cc2nnnn2-c2ccc(F)cc2)CC1	-1	-2	0
COCCN(CC(=O)N(Cc1cccn1Cc1ccccc1)C1CCCCC1)C(=O)c1ccc(C(C)(C)C)cc1	-5	-18	-5
CC[n+]1cccc(-c2nc3ccccc3s2)c1	.	-1	-1
COc1ccc(NC2CCCN(C(=O)CCc3n[nH]c(C)c3C)C2)cc1 (stereo unspecified)	.	-3	8
COc1cccc(CC2(CO)CCCN(CCCC3CCCC3)C2)c1 (stereo unspecified)	.	-7&-2	17
O=S1(=O)CC(O)C(Nc2ccccc2O)C1 (stereo unspecified)	-4	-2	4
O=C(CCN1CCC(C(O)c2cccs2)CC1)N1CCc2ccccc2C1 (stereo unspecified)	-11	-5	-6
S=c1nc(C2CCCCC2)n(-c2ccccc2)[nH]1	-2	-2	8
CC(OC1=CC(=O)CCC1)C(=O)c1ccccc1 (stereo unspecified)	.	-7	6
CC(=O)Nc1ccc(C(=O)N2CCCSc3ccccc32)cc1	.	-18	6
N#Cc1cc2c(nc1SCC(=O)N1CCOCC1)CCCCC2	.	-5	-3
CCSCCNc1nc(-c2cccnc2)nc2c1cnn2C	.	-3	20
COc1cc2ccccc2cc1C(=O)N(C)CC(=O)NC1CC1	-6	-9	10
O=C(c1ccc(Cl)c(Cl)c1)N1CCCC(OCc2cccc(C(F)(F)F)c2)C1 (stereo unspecified)	.	-6	-4
CN1CC2(CCCN(c3cc(N4CCCCC4)ncn3)C2)OC1=O (stereo unspecified)	-4	-10	.

18 neighbouring records already listed, quoted:
SMILES	mcGAS inh	hcGAS inh	NPYLR7 agonist
CCn1cc(C(=O)N2CCN(CC(=O)N3CCOCC3)CC2)c2nn(-c3ccccc3)c(=O)c-2c1	-11	-7	-2
CC(C)(C)OC(=O)N[C@H]1CCCCC/C=C\[C@@H]2C[C@@]2(C(=O)NS(=O)(=O)C2CC2)NC(=O)[C@@H]2C[C@@H](OC(=O)N3Cc4cccc(F)c4C3)CN2C1=O	-11	-3	-5
Cc1ccc(C(C)NC(=O)c2ccccc2S(=O)(=O)C(C)C)o1 (stereo unspecified)	.	-8	-17
O=S(=O)(c1cccs1)N1CCN(Cc2nnnn2-c2ccc(F)cc2)CC1	-1	-2	0
COCCN(CC(=O)N(Cc1cccn1Cc1ccccc1)C1CCCCC1)C(=O)c1ccc(C(C)(C)C)cc1	-5	-18	-5
CC[n+]1cccc(-c2nc3ccccc3s2)c1	.	-1	-1
COc1ccc(NC2CCCN(C(=O)CCc3n[nH]c(C)c3C)C2)cc1 (stereo unspecified)	.	-3	8
COc1cccc(CC2(CO)CCCN(CCCC3CCCC3)C2)c1 (stereo unspecified)	.	-7&-2	17
O=S1(=O)CC(O)C(Nc2ccccc2O)C1 (stereo unspecified)	-4	-2	4
O=C(CCN1CCC(C(O)c2cccs2)CC1)N1CCc2ccccc2C1 (stereo unspecified)	-11	-5	-6
S=c1nc(C2CCCCC2)n(-c2ccccc2)[nH]1	-2	-2	8
CC(OC1=CC(=O)CCC1)C(=O)c1ccccc1 (stereo unspecified)	.	-7	6
CC(=O)Nc1ccc(C(=O)N2CCCSc3ccccc32)cc1	.	-18	6
N#Cc1cc2c(nc1SCC(=O)N1CCOCC1)CCCCC2	.	-5	-3
CCSCCNc1nc(-c2cccnc2)nc2c1cnn2C	.	-3	20
COc1cc2ccccc2cc1C(=O)N(C)CC(=O)NC1CC1	-6	-9	10
O=C(c1ccc(Cl)c(Cl)c1)N1CCCC(OCc2cccc(C(F)(F)F)c2)C1 (stereo unspecified)	.	-6	-4
CN1CC2(CCCN(c3cc(N4CCCCC4)ncn3)C2)OC1=O (stereo unspecified)	-4	-10	.

(continued)
SMILES	mcGAS inh	hcGAS inh	NPYLR7 agonist
CCOC(=O)c1nn(-c2ccccc2)c(=O)c2c(NC(=O)c3cccc4ccccc34)scc12	-7	-5	3
COc1ccc(F)cc1CN1CCN(c2ncccc2C(=O)O)CC1	.	-3	-5
CCOc1ccc(NC(=O)c2ccc(-n3nc(C)c(CC)c3C)cc2)cc1	-4	-9	-9
CCNC(=O)c1cnn(-c2ccc(F)cc2)c1CC	-6	-7	29
Fc1ccc(OCc2nnc3sc(C4CC4)nn23)cc1	.	-1	-4
Cc1nccc(C(=O)N2CCN(CC(O)c3ccccc3)CC2)n1 (stereo unspecified)	-12	-4	5
O=C(C1COc2ccccc2O1)N(Cc1ccccn1)c1nc2ccc(F)cc2s1 (stereo unspecified)	2	2	-1
COc1ccccc1NC(=O)CC(NCCCO)C(=O)O (stereo unspecified)	.	0	-2
O=C(C1CCN(Cn2c(=S)oc3cc(Cl)ccc32)CC1)N1CCCC1	.	16	0
CN(Cc1ccc(S(C)=O)cc1)C(=O)NC1CCCSC1 (stereo unspecified)	-6	-13	11
Cc1ccc2c(CC(N)=O)c(Br)oc2c1	.	-8	-2
COc1cccc(NC(=O)N(CC(=O)N(CCc2c[nH]c3ccccc23)Cc2ccc(OC)c(OC)c2)CC(C)C)c1	-2	0	4
CCN(CC)S(=O)(=O)c1cc(C(=O)Nc2nnc(-c3ccccc3)s2)ccc1C	-4	-2	-14
Nc1ccc(C(=O)N2CC[C@@H](c3ccc4c(c3)OCO4)[C@H](O)C2)cn1	.	-9	7
N#Cc1cccc(C(=O)N2C[C@H](Oc3ccccn3)[C@H]3C[C@@H]2Cc2c3oc3ccccc23)c1	-3	1	21
CN(CC1CCCO1)C(=O)c1coc(COc2ccc3c(c2)OCO3)n1 (stereo unspecified)	-16	-2	10
CCOC(=O)CNC(=O)N1CCN(C(=O)c2cc3ccsc3n2Cc2ccccc2F)CC1C (stereo unspecified)	-10	-6	.
COc1cn(CC(=O)Nc2ccc(C(C)=O)cc2)c(CSc2nc(C)cc(C)n2)cc1=O	-8	-6	-2
COC(=O)C(=O)N1CCN(c2nc3nccc(-c4cccc(C)c4)n3n2)CC1	-11	-6	-1
CCN(CC)CCCC(C)NC(=O)c1cc(-c2ccc(OC)cc2)nc2cc(-c3ccccc3)nn12 (stereo unspecified)	90*	91*	12
COc1ccc(NC(=O)NCCCn2nc(-c3ccccc3)ccc2=O)cc1OC	.	-4	0
Cc1ccc(OCc2nc(C(=O)NC(C)C)cs2)c(C)c1	2	-3	-1
Cc1c(NC(=O)c2cc3nc(-c4ccccc4)cc(C)n3n2)c(=O)n(-c2ccccc2)n1C	-6	-6	-7
N#Cc1ccc(CSc2nnc(-c3ccc(OC(F)F)cc3)o2)cc1	.	-11	11
C[C@@H]1CN(CC(=O)Nc2cc(Cl)cc(Cl)c2)C[C@H](C)O1	-3	-1	-11
CCOC(=O)c1[nH]c2ccccc2c1NC(=O)c1ccc(S(=O)(=O)N(C)C)cc1	-7	-5	4
COc1ccc(OC)c(C=CC(=O)Nc2nc3ccc(S(C)(=O)=O)cc3s2)c1	.	-9	6
CCOC(=O)c1cccc2c3c([nH]c12)C(C(=O)OCC)CCC3 (stereo unspecified)	.	-3	5
CN1CCN(Cc2c(-c3ccccc3)c(-c3ccccc3)c3ccccn23)CC1	.	6	-2
CCOc1cnn(-c2ccc(Cl)cc2)c(=O)c1Nc1cccc(C(=O)NCc2ccccn2)c1	-4	-3	6
Cc1ccsc1C1C2C(=O)CCCC2=Nc2ncnn21 (stereo unspecified)	-2	-10	11
FC(F)(F)c1ccc(Cn2cc(Br)cn2)cc1	.	-11	4
CC(C)C[C@H](N)C(=O)N1CCc2c(ncnc2N2CCOCC2)C1	-3	-11	.
COc1cc(CCc2nc(-c3ccccc3)no2)cc(OC)c1OC	-4	-7	0
COc1ccc2c(c1)C1(SCCN1C(=O)c1ccc(Cl)cc1)C(=O)N2Cc1ccc(F)cc1 (stereo unspecified)	-6	-12	5
Cc1cc(C)c2nc(-n3nc(C)cc3C)cc(C)c2c1	-7	-6	3
Cc1c(NC(=O)c2cnn3c(C(F)(F)F)cc(-c4cccs4)nc23)c(=O)n(-c2ccccc2)n1C	-7	-7	12
Cc1cc(C)n(-c2ncnc3sc4c(c23)CCC(C)C4)n1 (stereo unspecified)	-4	-6	10
N#CSc1ccc(N)c(Cl)c1	-9	-4	20
Cc1ccc(C(N)=NCCc2csc(-c3ccc(C)cc3)n2)cc1	.	1	-4
Cc1nn(-c2ccccc2)c2[nH]cc(C(=O)N3c4ccccc4CC3C)c(=O)c12 (stereo unspecified)	-6	0	-3
NC(=O)c1nc(-c2cccnc2)nc2c1[nH]c(=O)n2-c1ccc(Cl)c(Cl)c1	.	-4	1
O=C(COc1ccccc1)NC1CCN(c2ccccc2C(=O)NCc2ccco2)CC1	-3	-5	-4
Clc1cccc(CSc2ncnc3c2nnn3Cc2ccccc2)c1	-5	-3	14
C#CCOCC(O)CN(Cc1ccc(F)cc1)CC1CC(c2ccc(Cl)c(Cl)c2)=NO1 (stereo unspecified)	-3	-3	-4
CC(=O)c1cccc(NC(=O)c2sc3nc4c(c(-c5cccnc5)c3c2N)CCCC4)c1	.	11	2
CC(C)(C)c1ccc(CCCN)cc1	.	-3	6
CC(=O)Nc1cccc(-c2nc3ncccn3c2C)c1	.	-1	7
O=C(Nc1cccc(-c2cnco2)c1)c1ccc(OC(F)(F)F)cc1	.	-7	13
CN1CCN(C(=O)N2CCCC(Cn3cc(C(=O)O)nn3)C2)CC1 (stereo unspecified)	.	-7	10
COc1ccc(Cl)cc1NC(=S)N1CC(=O)N2CCc3cc(OC)c(OC)cc3C2C1 (stereo unspecified)	-7	-9	27
S=c1[nH]nc(-c2cccnc2)n1N=Cc1ccc(Br)cc1	-6	-5	3
COc1ccccc1N1C(=O)CSC1c1ccccc1NC(=O)c1cccc(Br)c1 (stereo unspecified)	1	5	.
Cc1[nH]c2nc3c(c(=O)n(Cc4ccc(F)cc4)c(=O)n3C)n2c1C	-6	-2	-1
COCCCNC(=O)[C@@H](C)N1Cc2ccc(Nc3cc(C)nn3C)nc2C1=O	.	-7	5
O=C(c1ccc(Cl)cc1)N1CCN(C(c2ccccc2)c2ccc(F)cc2)CC1 (stereo unspecified)	-7	-10	22
COc1ccc(CCN2CC(N)CC2=O)cc1 (stereo unspecified)	.	-2	5
CC(C)c1nc(CCN(C)C(=O)CC2C(=O)NCCN2C)no1 (stereo unspecified)	1	-1	.
COCCn1cc(NC(=O)Nc2ccc(N(C)C)cc2)c2ccccc21	.	-8	2
COc1ccc(OCc2nc(C(=O)N3[C@@H]4CC[C@H]3CNC(=O)C4)co2)cc1	-17	-5	1
COc1ccc(-n2cnnc2CCN)cc1	.	-6	6
COC(=O)c1ccc(CSc2n[nH]c(=O)c3cc(-c4cccs4)nn23)o1	-4	-2	-1
